# High-throughput results deposited in PubChem by several laboratories.
# Insulin prom inh = TRM-6 insulin promoter activity inhibition | inhibition, % at 2 µM | AID 1273 | TRM-6 cells (human fetal islet line), insulin promoter-eGFP reporter, imaging; reporter expression induced with tamoxifen | 130,000 compounds, 0.9% hits;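 active means inhibition above the mean plus 3 SD, with well images judged a real hit on visual review, cut at about 60% in these data, passing the limit was not always enough; inconclusive means inhibition over the cutoff but images rejected on review; inactive means inhibition not above the cutoff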
# SDO1 yeast rescue = restores growth of sdo1-depleted yeast; S. cerevisiae sdo1-depleted JHY4D growth rescue, OD600 30 h; active compounds read high; pdr5 snq2 efflux-pump mutant strain; AID 817; z-score at 10 µM; 140,000 compounds, 0.21% hits;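 active means z-score above 3 at both the 24 hr and the 30 hr optical density reads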;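 further: z-score against mean and SD of all compound wells on the same plate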
# SDO1 yeast rescue Rescue 24 h = also measured in SDO1 yeast rescue; calls as there; z-score; S. cerevisiae sdo1-depleted JHY4D growth rescue, OD600; measured here: growth rescue at 24 h;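 0 is the plate mean of compound wells and units are plate SD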
# * marks the source's active call; other numbers are inactive results; ? = inconclusive; . = no result given; [ ] = another dose, or the depositor's remark. The list is partial; rates above refer to the full screens.
SMILES,Insulin prom inh,SDO1 yeast rescue,SDO1 yeast rescue Rescue 24 h
CC(=O)c1cc2c(cc1N)OCO2,-23.1,1,1.29
Cc1cc(N2C3CCC2CC(O)(c2ccc(F)cc2)C3)nc(-c2ccccc2)n1 (stereo not drawn),35.7,-2.27,-1.3
COCc1cc(C)nc(N)c1C#N,.,1.35,2.19
CCOC(=O)C1C2C=CC3(CN(CCc4ccccc4)C(=O)C13)O2 (stereo not drawn),-316.7,-0.23,-0.11
CC(C)Cn1c(NCCO)nc2ccccc21,2.8,0.43,-0.42
CC(C)Cc1nc2oc3c(N4CCN(CCO)CC4)ncnc3c2c2c1CCCC2,.,-1.34,-0.85
O=C(NC(=S)Nc1cc(S(=O)(=O)N2CCOCC2)ccc1N1CCOCC1)C1CCCC1,-18.2,.,.
CCOC(=O)c1c(C2CC2)csc1NC(C)=O,-50.0,-0.79,-1.11
CC(C)CNC(=O)c1ccccc1NC(=O)c1ccccc1N(C)S(C)(=O)=O,46.7,1.68,2.11
CCN1CCN(S(=O)(=O)c2cc(OCC(=O)NC3CCCCC3)c(C)cc2Cl)CC1,-35.0,0.98,0.89
CCc1cccc(C)c1NC(=O)CSc1nnc(-c2ccco2)n1N,.,2.85,3.45
Cc1cccc(NC(=O)C2CCN(S(=O)(=O)c3c(C)nn(C)c3C)CC2)n1,.,0.55,-0.34
O=C1c2ccccc2C(O)N1Cc1ccco1 (stereo not drawn),-57.1,0.64,0.52
O=C(CSc1nnnn1-c1ccc(Cl)cc1)N1CCc2ccccc2C1,29.0,-1.98,-1.79
Cc1ccc(C(C2=C(O)CC(C)(C)CC2=O)C2C(=O)CC(C)(C)CC2=O)o1 (stereo not drawn),.,-0.36,-0.91
Cc1ccc(CSc2ccc3nnc(-c4cccnc4)n3n2)cc1,.,-0.73,0.01
COc1ccc(/C=C2\SC(=O)N(CCC(=O)Nc3ccc(S(=O)(=O)Nc4nccs4)cc3)C2=O)cc1,.,0.57,1.41
C=C(C)CNC(=S)NNC(=O)c1ccc(Br)cc1,-2.9,0.21,-0.09
Cc1csc(NC(=O)c2cc(=O)[nH]c3ccc(S(=O)(=O)N4CCOCC4)cc23)n1,-15.0,.,.
O=C1CSC(c2ccccc2[N+](=O)[O-])N1CCc1ccccc1 (stereo not drawn),-5.6,.,.
Nc1[nH]ncc1-c1ccccc1,2.7,.,.
Cc1cnc(C(=O)OCC(=O)Nc2cc(Cl)cc(Cl)c2)cn1,-9.1,-0.28,-0.29
CCN(CC)CCCNC(=O)c1nn(-c2ccc(OC)cc2OC)c(=O)c2ccccc12,?,1.48,0.82
COCCNC(=O)c1ccc2c(=O)n(CCCN3CCCC3=O)c(=S)[nH]c2c1,50.0,.,.
CC(C)(C)n1ncc2c(=O)n(CC(=O)NCCc3ccccc3)cnc21,33.3,0.82,1.42
CCC1CCCCN1C(=O)Cn1c(=O)n(CCC(=O)NCc2ccco2)c(=O)c2sccc21 (stereo not drawn),.,0.88,0.59
O=C(COC(=O)CCSc1ccccc1Cl)Nc1ccc(F)cc1F,.,-0.14,-0.74
COc1ccccc1OCc1ccc(C(=O)NN)cc1,-4.3,-0.12,-0.45
COc1ccccc1C1C2=C(N=C3SCC(=O)N31)c1ccccc1CC2 (stereo not drawn),16.1,-0.55,1.7
COc1cccc(OCCOCCNCCO)c1,-45.0,0.4,0.45
CC1C(=O)CCCCCCCCCC2C1(N1CCOCC1)CS2(=O)=O (stereo not drawn),41.2,-0.49,-0.75
CCC(C)NC(=O)CSc1nnc(-c2cc(-c3ccc(C)cc3)nc3ccccc23)n1N (stereo not drawn),-49.1,0.59,0.92
CCOC(=O)C1(C)/C(=N/Nc2ccc(S(N)(=O)=O)cc2)C(=O)C(=O)N1c1ccccc1 (stereo not drawn),27.8,.,.
CCc1cc2cc(C)ccc2nc1SCC(=O)N1CCN(C(=O)c2ccco2)CC1,-6.5,-0.35,0.21
C=CCOc1ccc(CNCCO)cc1OCC,20.0,0.63,0.12
COc1cc(NC(=O)c2c3c(nc4ccccc24)CCC3)cc(OC)c1,-53.9,1.21,2.68
CCO/C(=C/c1sc2ccc(OC)cc2[n+]1CCCS(=O)(=O)[O-])CC,11.1,1.08,0.42
Cc1occc1C(=O)Nc1ccc2ccccc2c1,7.1,-1.48,-0.52
O=C(N/N=C/C=C/c1ccc([N+](=O)[O-])cc1)c1cccs1,.,-0.3,1.38
C=CCNCCOCCOc1ccc(C)cc1Br,-60.5,-0.53,-1.08
CCN(CC(=O)Nc1ccc2c(c1)OCCO2)C(=O)/C=C/c1ccccc1,20.0,.,.
N#CCSc1nnc(-c2cccnc2)n1-c1ccccc1,0.0,0.32,0.72
Cc1cc(C)c(C#N)c(N2CCSCC2)n1,-7.1,-0.37,-1.32
Cc1ccc(C)c(C(=O)CCC(=O)NCc2ccc(Cl)cc2)c1,27.3,.,.
COc1ccc(CCN2C(=O)c3[nH]nc(-c4ccccc4O)c3C2c2cccc(O)c2)cc1OC (stereo not drawn),-35.5,1.35,1.82
O=C(NNc1ccccn1)C(c1ccccc1)c1ccccc1,-16.7,.,.
Cc1sc2ncnc(SCC(=O)N3CCCC3=O)c2c1C,.,-0.57,-1.18
COc1ccccc1NC(=S)N(Cc1ccco1)Cc1cc2cc(C)cc(C)c2[nH]c1=O,.,-0.76,-0.75
C=CCN(CC=C)S(=O)(=O)c1ccc(NC(=S)NC(=O)/C=C/c2ccccc2)cc1,-13.2,-0.96,-0.98
O=C(CCN1C(=O)S/C(=C\c2ccccc2)C1=O)Nc1ccc(S(=O)(=O)Nc2nccs2)cc1,16.2,-0.14,-0.82
CCOC(=O)/C(=N/Nc1ccccc1)c1csc(Nc2ccccc2)n1,-7.7,2.01,-1.1
Cc1nc(C(=O)N(C)C)nn1-c1ccc(Cl)cc1Cl,-47.8,1.23,-0.14
CCc1ccc(NC(=O)Cn2cccc2)cc1,-42.9,.,.
CCOc1cc(NC(=S)NCCCN(C)C)c(OCC)cc1NC(=O)c1cccs1,.,0.93,0.79
O=C1C2=C(c3ccccc31)[N+](=O)C1CCCCC1N2[O-] (stereo not drawn),7.7,0.12,-0.63
CC1(C)C2CCC1(C)C(OC(=O)CCn1ccnc1)C2 (stereo not drawn),-40.4,0.6,-0.11
Cc1cc(/C=C2/C(=O)NN(c3ccccc3)C2=O)c(C)n1-c1ccc(O)cc1,27.6,0.09,-0.17
O=C(CCCn1cnc([N+](=O)[O-])n1)Nc1ccc(F)c(Cl)c1,27.3,.,.
COc1ccc(N=Cc2cc3c(cc2O)OC(N)=C(C#N)C3c2ccccc2)cc1 (stereo not drawn),.,0.25,0.27
CC(/C=N\NC(=O)CN1CCN(Cc2ccccc2)CC1)=C\c1ccco1,-10.0,-1.22,-1.35

# 3 compounds from above, sorted by SMILES length, high to low.
SMILES,Insulin prom inh,SDO1 yeast rescue,SDO1 yeast rescue Rescue 24 h
Cc1cc(/C=C2/C(=O)NN(c3ccccc3)C2=O)c(C)n1-c1ccc(O)cc1,27.6,0.09,-0.17
COc1ccc(N=Cc2cc3c(cc2O)OC(N)=C(C#N)C3c2ccccc2)cc1 (stereo not drawn),.,0.25,0.27
N#CCSc1nnc(-c2cccnc2)n1-c1ccccc1,0.0,0.32,0.72

# Sorted by the number under Insulin prom inh (smallest number first): three from the list above.
SMILES,Insulin prom inh,SDO1 yeast rescue,SDO1 yeast rescue Rescue 24 h
C=CCN(CC=C)S(=O)(=O)c1ccc(NC(=S)NC(=O)/C=C/c2ccccc2)cc1,-13.2,-0.96,-0.98
O=C1C2=C(c3ccccc31)[N+](=O)C1CCCCC1N2[O-] (stereo not drawn),7.7,0.12,-0.63
CCN(CC(=O)Nc1ccc2c(c1)OCCO2)C(=O)/C=C/c1ccccc1,20.0,.,.

# (continued)
SMILES,Insulin prom inh,SDO1 yeast rescue,SDO1 yeast rescue Rescue 24 h
COC(CNC(=O)c1cccc(-n2c(=S)[nH]c3cc(Cl)ccc3c2=O)c1)OC,28.6,.,.
CC1(C)OC2OC(C(=O)N/N=C/c3cc(Br)ccc3O)C3OC(C)(C)OC3C2O1 (stereo not drawn),-13.3,-0.41,-1.34
CCOC(=O)c1c(C)n(C)c2cc(CN(C)C)c(O)c(S(=O)(=O)c3ccccc3)c12,0.0,.,.
O=C1CSC(=S)N1/N=C/C=C/c1ccccc1,16.7,0.29,0.98
CCOc1ccc2nc(SC3CC(=O)N(c4ccc(C)cc4)C3=O)sc2c1 (stereo not drawn),.,0.12,0.69
COc1ccc(-n2c(=O)c3c4c(sc3n(CC(=O)NCc3ccco3)c2=O)CCC4)c(OC)c1,46.0,0.41,0.47
Cc1ccc(S(=O)(=O)Oc2cccc(N3C(=O)C4CC=CCC4C3=O)c2)cc1 (stereo not drawn),38.9,-0.53,-0.57
COc1ccc(-n2nc3ccc(NS(C)(=O)=O)cc3n2)cc1Cl,-3.5,0.05,1.21
COc1ccc(OCCNC(=O)C(Cc2c[nH]c3ccccc23)NC(C)=O)cc1 (stereo not drawn),-33.3,.,.
O=C(Nc1cccnc1)c1ccc(CN2CCc3ccccc3C2)cc1,.,-0.49,-0.78
Cc1cc(C)c(C#N)c(SCc2ccccc2[N+](=O)[O-])n1,.,0,-0.96
CC1CN/C(=C\C(=O)c2ccccc2)C(=O)N1 (stereo not drawn),-5.1,0.22,-0.48
Cc1c(O)c(=O)ccn1C,14.3,1.57[10.1 µM],1.22
O=C(CN1CCN(Cc2ccccc2)CC1)Nc1ccc2c(c1)CCC2,21.4,.,.
COc1ccc(CNc2oc(COc3ccccc3)nc2C#N)cc1,-15.4,-0.23,-0.24
CCOC(=O)Cn1c(=O)n(C2CCCC2)c(=O)c2ccccc21,-39.5,-0.4,-0.17
Cc1ccc(NC(=O)COC(=O)Cc2csc(-c3ccc(Cl)cc3)n2)cc1C,-13.3,1.28,0.76
Cc1cc2ccccc2n2c(SCC(=O)NCC3CCCO3)nnc12 (stereo not drawn),38.5,.,.
Cc1cc(N2CC(C)OC(C)C2)n2cc(-c3ccccc3)nc2n1 (stereo not drawn),27.3,.,.
CCCn1nc(NS(=O)(=O)c2ccccc2)c2cc3cc(C)ccc3nc21,-64.3,-0.88,0.16
Cc1ccc(-c2nc(N/N=C/c3cccnc3)c3ccccc3n2)cc1,64.5,0.52,0.4
Cc1ccc(CNc2nc3ccccc3n3nnnc23)cc1,-5.3,-0.35,0.73
O=C(Nc1sc2c(c1C(=O)O)CCC2)c1ccccc1,48.1,1.87,1.56
Cc1cc(CNC(=O)c2cccc([N+](=O)[O-])c2)c2ccccc2n1,57.1,.,.
CCN(CC)S(=O)(=O)c1ccc(C)c(NC(=O)CNCCN(C(C)C)C(C)C)c1,20.0,.,.
CCN1CCN(c2nc3ccccc3nc2C(C#N)C(=O)OC2CCCCC2)CC1 (stereo not drawn),7.7,-1.67,-1.06
CC(C)Cn1c(/C=C/c2ccco2)nc2ccccc21,.,-0.58,-0.3
COCCNC(=O)c1ccc(Cn2c(=S)[nH]c3cc4c(cc3c2=O)OCO4)cc1,36.4,-0.04,-0.08
C=CCn1c(C)cc(C(=O)CSc2nnc(Cc3ccccc3)o2)c1C,7.1,-2.69,-1.4
CCCCC(=O)OCC(=O)c1cc(C)n(-c2c(C)n(C)n(-c3ccccc3)c2=O)c1C,18.2,.,.
CCOC(=O)c1cnc(SC)nc1Oc1cccc(NS(=O)(=O)c2ccc(F)cc2)c1,45.0,-0.02,0
COCCn1cnnc1SCC(=O)Nc1ccccc1C(=O)Nc1ccc2c(c1)OCO2,.,1.35,-0.3
CC1(C)C2CCC1(CS(=O)(=O)Nc1ccccc1)C(=O)C2 (stereo not drawn),57.1,.,.
CS(=O)(=O)N1CCCC(C(=O)NCc2ccccn2)C1 (stereo not drawn),-14.3,0.7,0.27
CCOC(=O)C(C)Sc1nnc(Cn2c(=O)sc3ccccc32)n1-c1ccccc1 (stereo not drawn),.,-0.23,0.32
COc1cccc2c1N1C(=O)c3c(C(=O)O)cccc3C1CC2(C)C (stereo not drawn),0.0,-0.34,-0.01
CCCCCOC(=O)Nc1nnc(CCC)s1,.,-0.33,-0.44
COc1ccc(/C=C/c2c([N+](=O)[O-])c(=O)n(C)c(=O)n2C)cc1O,34.8,1.76,1.67
CCN(C(=O)CSc1cc(-c2ccccc2)c2ccc(OC)cc2n1)C1CCS(=O)(=O)C1 (stereo not drawn),.,-0.96,-0.64
OCCNC(=S)Nc1ccc(Cl)c(Cl)c1,20.0,-0.07,-0.59

# Just SDO1 yeast rescue Rescue 24 h and SDO1 yeast rescue, for three of the compounds above:
structure	SDO1 yeast rescue Rescue 24 h	SDO1 yeast rescue
CS(=O)(=O)N1CCCC(C(=O)NCc2ccccn2)C1 (stereo not drawn)	0.27	0.7
CCOC(=O)C(C)Sc1nnc(Cn2c(=O)sc3ccccc32)n1-c1ccccc1 (stereo not drawn)	0.32	-0.23
COc1cccc2c1N1C(=O)c3c(C(=O)O)cccc3C1CC2(C)C (stereo not drawn)	-0.01	-0.34

# Next section.
SMILES,Insulin prom inh,SDO1 yeast rescue,SDO1 yeast rescue Rescue 24 h
CC1CCC(NC(=O)Cn2ncc3ccccc32)CC1 (stereo not drawn),.,0.74,0.61
CN(C)c1ccc(-c2nc3ccccn3c2/N=C/c2ccc(Br)cc2)cc1,15.8,-1.04,-1.25
CCC(C)NC(=O)CO/N=C/c1ccc(C(=O)OC)cc1 (stereo not drawn),-10.0,-0.3,-0.24
CCOC(=O)c1c(NC(=O)CSc2nnc(N)s2)sc(C)c1-c1ccc(C)cc1,.,-0.91,-0.65
CCCOc1cccc(-c2nnc(N)s2)c1,.,0.15,-0.13
O=c1cc(N2CCOCC2)[nH]c(=O)n1Cc1ccc(F)cc1,.,0.92,0.59
CCCCCCCNC(=O)c1ccc(N2CCC3(CC2)OCCO3)c([N+](=O)[O-])c1,-43.2,-0.54,-0.28
Nc1nnnn1/N=C/c1cccc(Oc2ccccc2)c1,.,-0.89,-0.47
